GBA enhancer: enhancers of human beta-glucosidase activity in Gaucher fibroblasts; L444P Gaucher fibroblasts, 4-MU-glucoside fluorescence, 3 days; activation, % at 10 µM; 0.44% of 30,000 active; AID 784; P04062; in the data active = activation above about 65%;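 also: 0% = vehicle wells and 100% = positive control wells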
Target sequence (P04062 whole entry L483P): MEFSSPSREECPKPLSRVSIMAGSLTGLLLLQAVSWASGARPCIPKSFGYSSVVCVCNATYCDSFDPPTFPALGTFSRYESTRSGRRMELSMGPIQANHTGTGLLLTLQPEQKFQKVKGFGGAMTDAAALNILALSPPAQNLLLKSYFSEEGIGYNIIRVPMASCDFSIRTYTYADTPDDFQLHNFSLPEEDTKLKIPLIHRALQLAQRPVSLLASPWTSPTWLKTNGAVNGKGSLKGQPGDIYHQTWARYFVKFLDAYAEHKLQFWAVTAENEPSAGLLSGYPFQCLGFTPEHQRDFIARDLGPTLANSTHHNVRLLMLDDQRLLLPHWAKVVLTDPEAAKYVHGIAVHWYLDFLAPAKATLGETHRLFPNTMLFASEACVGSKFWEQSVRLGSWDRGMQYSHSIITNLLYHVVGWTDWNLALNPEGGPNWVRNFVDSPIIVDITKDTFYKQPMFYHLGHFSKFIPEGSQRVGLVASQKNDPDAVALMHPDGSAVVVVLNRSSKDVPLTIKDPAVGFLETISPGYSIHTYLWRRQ
Numbers without * were called inactive. This is a subset; count on the stated rates, not on these rows.

SMILES	GBA enhancer
CCOC(=O)c1nnc2cc(-c3ccc(Br)cc3)nn2c1C	9
CCCCC(=O)Nc1ccc(NC(=O)c2ccccc2OC)cn1	-13
COc1cccc(-c2nc(CS(=O)(=O)CC(=O)NCCCOC(C)C)c(C)o2)c1	8
O=C(O)c1sccc1S(=O)(=O)c1ccccc1	-12
COc1ccc(OC)c(S(=O)(=O)Nc2ccc(CC(=O)O)cc2)c1	-6
O=C(NCCc1ccccc1)c1noc2c1CCCCC2	-33
COc1cc(NC(=O)Cc2ccc(Cl)cc2)ccc1NC(=O)c1ccco1	-4
CCOC(=O)C1=C(C)NC(C)=C(C(=O)OCC)C1c1nc2ccccc2[nH]1	-14
O=C(Cc1cccs1)Nc1nc(-c2ccccc2)cs1	1
CC(C)CNC(=O)c1cc(-c2ccc(Br)cc2)on1	-2
CC(=O)Nc1nc(COc2ccccc2)cs1	-9
CCCCn1c(=S)[nH]c2ncccc2c1=O	-4
CCn1c(O)c(C=NCCN2CCOCC2)sc1=S	4
CC(C)(C)c1cc(NC(=O)COC(=O)C2CC2)n(-c2ccccc2)n1	-2
COCCN1C(=O)c2ccccc2C(C(=O)NCc2ccco2)C1c1c[nH]c2ccccc12 (stereo not given)	-1
COc1ccccc1NC(=O)C1C2CCCCC21 (stereo not given)	-11
CC1(C)NC(=O)N(c2ccccc2Cl)C1(C)NO (stereo not given)	2
Cc1ccc(C(=O)Nc2c(C(=O)NCc3ccco3)cnn2-c2ccccc2)cc1	-3
CC(C)(C)OC(=O)N1CCNc2ccccc2C1	20
CC(Oc1ccc(Br)cc1)C(=O)N1CCc2ccccc21 (stereo not given)	11
CC1CCN(C(=O)Cc2nn(C)c(=O)c3ccccc23)CC1	-4
Cc1onc(-c2ccccc2Cl)c1C(=O)NCc1nc(-c2ccccc2)no1	-20
COc1ccc(C(=O)c2cnc(C(C)C)n2C)cc1	-12
COc1ccc(C(C)C)cc1S(=O)(=O)NCc1ccccn1	5
CCOc1ccccc1NC1c2ccccc2C(=O)N1c1cccnc1 (stereo not given)	24
New compounds follow.
SMILES	GBA enhancer
Cc1cccc(S(=O)(=O)C(C#N)c2nc3ccccc3nc2N2CC(C)OC(C)C2)c1 (stereo not given)	25
CSc1nc2nc3c(c(=O)n2[nH]1)CN(Cc1ccccc1)CC3	13
CCC(C)NC(=O)Cn1c(=O)n(-c2ccccc2)c(=O)c2ccc(C(=O)NCc3ccco3)cc21 (stereo not given)	-27
CCOc1ccccc1N(CC(=O)Nc1ccccc1C(=O)O)S(C)(=O)=O	7
O=C(CSc1nnc(CCCO)n1-c1ccccc1)NCCc1ccccc1	-8
CCN(CC)CCNC(=O)CCCNC(=O)Cn1cnc2sc(C)c(C)c2c1=O	-15
Cn1c(SCC(=O)NCc2cccs2)nnc1-c1ccc(S(=O)(=O)N2CCCC2)cc1	0
O=C(COC(=O)c1cccnc1)Nc1cccc(Cl)c1	-24
Cn1c(=O)n(Cc2ccccc2)c(=O)c2c1nc1n2CCCN1C1CCCCC1	0
CCOC(=O)c1ccc(N=C2NC(=O)CS2)cc1	-48
COCCNC(=O)CCSCc1ccccc1F	14
CCOc1ccc(N2C(N)=NC(N)=NC2(C)C)cc1	-12
CCCCN1CCc2c([nH]c3c(C)cccc23)C1=O	7
O=C(Nc1ccc(OC(=O)c2ccco2)cc1)c1ccco1	-6
C=CCn1c(NCCO)nc2c1c(=O)n(C)c(=O)n2C	-47
CCN1CCCC1Cn1cnc2c([nH]c3cccc(Cl)c32)c1=O (stereo not given)	3
CCC(CC)NCc1ccc(OC)cc1OC	6
CCc1c(C(=O)NCc2cnn(C)c2)csc1C	-91
CCOCCn1c(N2CCN(c3ccc(OC)cc3)CC2)nc2c1c(=O)[nH]c(=O)n2C	-17
COc1ccccc1-n1cc(C(=O)NCC(=O)N2CCN(c3ccccc3)CC2)c2ccccc2c1=O	-9
C=CCOc1ccc(CNc2nn[nH]n2)cc1	-17
COc1cccc(-n2c(SCC(N)=O)nc3c([nH]c4ccccc43)c2=O)c1	-14
Cc1nn(C)cc1CNC(=O)CCC(=O)O	-8
Cc1cccc(Nc2nc3c(c(=O)n(C)c(=O)n3C)n2CC(O)CO)c1 (stereo not given)	0
COC(=O)C1CCC(C)(C(=O)Nc2ccccc2)C1(C)C (stereo not given)	5
(listing goes on)
SMILES	GBA enhancer
CCCc1cc(=O)n2[nH]c(NCc3c(F)cccc3Cl)nc2n1	-13
CCOC(=O)c1ccc(NS(=O)(=O)c2ccc3c(c2)CCCN3C(C)=O)cc1	-18
CC(=O)c1cccc(-n2nnnc2SCC(=O)Nc2ccccc2N2CCCCC2)c1	1
COc1ccc2nc(N3CCCC3)c(C#N)cc2c1	24
CCCOc1ccc2oc(=O)c3c(c2c1)CCCN3C(=O)CN1CCc2ccccc2C1	-30
CCN(CC)C(=O)CN1CCN(c2ccccc2F)CC1	4
Cc1oc2cc3c(C(=O)N4CCCCC4)c(C)oc3cc2c1C(=O)N1CCCCC1	-11
CC1=C(C(=O)OCc2ccccc2)C(c2ccc(N3CCOCC3)cc2)NC(=O)N1 (stereo not given)	-9
CN1CCN(S(=O)(=O)c2ccc(-c3ccc(Cl)cc3)cc2)CC1	-43
CN(C)CCNc1c2c(c(C#N)c3nc4ccccc4n13)CCCC2	-13
CCN(c1ccc2c(c1)OCO2)S(=O)(=O)c1cc(Br)cc2c1N(C(=O)C1CC1)CC2	3
CCN(CC)CCn1c(=S)[nH]c2ccccc2c1=O	-1
O=c1cc(N2CCN(c3ccccc3)CC2)[nH]c(=O)n1-c1ccccc1Cl	-13
C1=C(c2cccc3ccccc23)N2CCN=C2S1	-31
CC(=O)Nc1ccn(-c2ccccc2)n1	-9
Fc1ccc(NCc2cccnc2)cc1	-2
COC(=O)C1=C(C(C)=O)C(c2ccc(C(=O)OC)cc2)n2nnnc2N1 (stereo not given)	-50
Cc1ccc2c(c1)N(CC(=O)NC1CCCc3ccccc31)C(=O)CO2 (stereo not given)	-19
CCOc1c2c(nc3ccc(Cl)cc13)CCC2	-19
COc1ccccc1N1CCN(C(=O)CSc2nnc3n2C(C)(C)Cc2ccccc2-3)CC1	27
NC(=O)CCn1nc(-c2ccc(Cl)cc2)c2ccccc2c1=O	-4
CC(=O)c1ccc(N2CCN(C(=O)c3ccco3)CC2)c(F)c1	-4
O=C(CSc1nnc(Cc2ccccc2)n1C1CCCCC1)N1CCOCC1	-20
Cc1cc2cc(CN(Cc3ccc4c(c3)OCO4)Cc3nnnn3C3CCCC3)c(=O)[nH]c2cc1C	14
COCC(=O)Nc1ccc(Nc2ccccc2)cc1	4
More records:
SMILES	GBA enhancer
Cc1nnc(SC(C)C(=O)NCC2CCCO2)n1-c1ccccc1 (stereo not given)	-6
Cc1cc(C)n(-c2ccc(C(=O)Nc3sccc3C(N)=O)cc2)n1	1
CC(Sc1nncn1C)C(=O)Nc1nnc(C(C)C)s1 (stereo not given)	1
O=c1oc2ccccc2c(O)c1/C=N/c1ncccn1	-39
COCCNC(=O)c1ccccc1-c1nc(-c2ccccc2Cl)no1	-4
CCn1ccc(C(=O)Nc2ccc(S(=O)(=O)Nc3ccccc3OC)cc2)n1	16
O=c1cc(N2CCc3ccccc3C2)[nH]c(=O)n1-c1ccc(Br)cc1	-27
OCC1(c2cc(C(F)(F)F)n[nH]2)CCCCC1	-9
Nn1c(SCC(=O)Nc2ccccc2)nnc1-c1cccnc1	-24
CCCN1CCN(C(c2cc3cc4c(cc3[nH]c2=O)OCO4)c2nnnn2C(C)(C)C)CC1 (stereo not given)	10
c1ccc(-c2cccc(-c3ccccn3)n2)nc1	-40
CN1CCN(P(=O)(c2ccccc2)c2nc3ccccc3s2)CC1 (stereo not given)	10
CCN(CC)c1ccc2c(c1)C(=O)N(C)C2=O	0
Cc1nnsc1-c1nc2ccccc2[nH]1	-13
O=C(CSc1nnc2ccccn12)NCCN1C(=O)CSC1=O	2
CCOc1ccc(OCc2ccc(C(=O)NCc3ccncc3)o2)cc1	-8
O=C1c2ccccc2NC(c2ccc3c(c2)OCCO3)N1c1ccc2c(c1)OCCO2 (stereo not given)	9
CCN1CCN(C(c2ccccc2F)c2nnnn2Cc2ccc3c(c2)OCO3)CC1 (stereo not given)	7
CCOc1ccccc1-n1c(SCC(=O)N(C(C)C)C(C)C)nnc1-c1cccnc1	-54
C=C(C)COc1ccc2c(C)c(CC(=O)OC)c(=O)oc2c1C	1
O=C(CSc1nnc(Cc2ccccc2)n1-c1ccccc1)N1CCOCC1	6
Cc1cc(Nc2ccc(C)c(F)c2)n2ncnc2n1	-4
CCC(C)(C)n1nnnc1CN1CCSCC1	6
CC(C)N(Cc1ccccc1)S(=O)(=O)N(C)C	-5
CCOc1ccccc1NC(=O)CCC(=O)O	-5

As a working copy, some entries already given:
SMILES	GBA enhancer
Cc1nnc(SC(C)C(=O)NCC2CCCO2)n1-c1ccccc1 (stereo not given)	-6
Cc1cc(C)n(-c2ccc(C(=O)Nc3sccc3C(N)=O)cc2)n1	1
CC(Sc1nncn1C)C(=O)Nc1nnc(C(C)C)s1 (stereo not given)	1
O=c1oc2ccccc2c(O)c1/C=N/c1ncccn1	-39
COCCNC(=O)c1ccccc1-c1nc(-c2ccccc2Cl)no1	-4
CCn1ccc(C(=O)Nc2ccc(S(=O)(=O)Nc3ccccc3OC)cc2)n1	16
O=c1cc(N2CCc3ccccc3C2)[nH]c(=O)n1-c1ccc(Br)cc1	-27
OCC1(c2cc(C(F)(F)F)n[nH]2)CCCCC1	-9
Nn1c(SCC(=O)Nc2ccccc2)nnc1-c1cccnc1	-24
CCCN1CCN(C(c2cc3cc4c(cc3[nH]c2=O)OCO4)c2nnnn2C(C)(C)C)CC1 (stereo not given)	10
c1ccc(-c2cccc(-c3ccccn3)n2)nc1	-40
CN1CCN(P(=O)(c2ccccc2)c2nc3ccccc3s2)CC1 (stereo not given)	10

Remaining list, next part
SMILES	GBA enhancer
O=C(CSc1nnc(-c2ccncc2)n1-c1ccc(F)cc1)NC(=O)NCc1ccco1	-2
CCSc1ncc(Cl)c(C(=O)Nc2ccc(S(=O)(=O)Nc3onc(C)c3C)cc2)n1	-12
Cc1cccc(-c2nnc(-c3ccc(N)cc3)o2)c1	0
N#Cc1cnn(-c2ccccc2)c1N	4
COCCN(C(=O)COc1ccccc1)c1nnc(-c2cccnc2)s1	-30
CCCCCCCCNC(C)C(O)c1ccc(SC(C)C)cc1 (stereo not given)	-82
CS(=O)(=O)Nc1ccc(C(=O)N2CCCCC2)cc1	-19
Cc1cc(/C=N/n2cnnc2)c(C)n1-c1cccc(Cl)c1	-10
CC(NC(=O)c1cccc(C(F)(F)F)c1)C1CCCO1 (stereo not given)	-5
COc1ccc(Cn2nnnc2C(c2ccc(N(C)C)cc2)N2CCC(C)CC2)cc1 (stereo not given)	24
COc1ccccc1N1CCN(C(=O)CSc2ncccc2-c2nc3ccccc3[nH]2)CC1	5
C=CCn1c(-c2ccc(OC)c(OC)c2)cs/c1=N\c1ccccn1	-5
COc1ccc(N2C(=O)CC(NC34CC5CC(CC(C5)C3)C4)C2=O)c(OC)c1 (stereo not given)	-4
N#Cc1ccccc1OCC(=O)Nc1c(C(=O)C2CC2)oc2ccccc12	-54
COc1ccc(C(C)=O)cc1COC(=O)c1ccc(OCc2c(C)noc2C)cc1	-13
Cn1c(C(=O)O)c(CC(=O)NCc2cccnc2)c2ccccc21	-2
CN(C)C(C(=O)NC1CCCCC1)c1ccc(Cl)cc1 (stereo not given)	-23
O=c1cnn(-c2ccccc2)c(-c2ccccc2)c1	-54
COC(=O)c1cn(NC(=O)c2cnccn2)c(=O)c2ccccc12	-15
Cc1ccc(NC(=O)CCNS(=O)(=O)c2ccc3c(c2)oc(=O)n3C)cc1C	-24
Cc1ccc(S(=O)(=O)N2CCCCC2)cc1C(=O)Nc1ncn[nH]1	-14
O=C(Cn1nc(C(F)F)cc1C1CC1)NCCC1=CCCCC1	5
CCOC(=O)Cc1nnc(NC(=O)CSc2ccccc2)s1	-6
CC(=O)Nc1ccc(-c2nc3c(C)cccc3[nH]2)cc1	2
O=C1C2ON(c3ccccc3)C(c3ccccc3F)C2C(=O)N1c1ccccc1 (stereo not given)	5

Among those listed so far, these have a thiophene ring, fused or not.
SMILES	GBA enhancer
O=C(O)c1sccc1S(=O)(=O)c1ccccc1	-12
O=C(Cc1cccs1)Nc1nc(-c2ccccc2)cs1	1
CCN(CC)CCNC(=O)CCCNC(=O)Cn1cnc2sc(C)c(C)c2c1=O	-15
Cn1c(SCC(=O)NCc2cccs2)nnc1-c1ccc(S(=O)(=O)N2CCCC2)cc1	0
CCc1c(C(=O)NCc2cnn(C)c2)csc1C	-91
Cc1cc(C)n(-c2ccc(C(=O)Nc3sccc3C(N)=O)cc2)n1	1

Other records
SMILES	GBA enhancer
CN1/C(=C\C(=O)COC(=O)Cn2nnc(-c3ccccc3)n2)C(C)(C)c2ccccc21	-16
COc1ccccc1C(=O)N1CCC(C(=O)c2ccc(F)cc2)CC1	24
C=C(Br)Cn1c(CC(C)C)nc2ccccc21	-7
O=C(CN1C(=O)C2C3C=CC(C3)C2C1=O)NCCc1ccccc1Cl (stereo not given)	-15
CCOC(=O)c1cnc(SCc2ccccc2)nc1N	18
Cc1cccc(NC(=O)COc2ccccc2C)n1	-2
Cc1ccc(N2CC(C(=O)Nc3ccc4c(c3)OCCO4)CC2=O)cc1 (stereo not given)	-22
O=C(C1CCC(=O)N1Cc1ccccc1Cl)N1CCN(c2ccc(F)cc2)CC1 (stereo not given)	-11
Cc1cc(C)c(C#N)c(SCC(=O)Nc2nnc(-c3ccccc3)s2)n1	-6
Cc1csc(NC(=O)C(NS(=O)(=O)c2ccc(Br)s2)c2ccccc2)n1 (stereo not given)	-32
COc1cc2nc(C3CCC3)n(NC(=O)C3CCCC(OC)C3)c(=O)c2cc1OC (stereo not given)	-1
c1ccc(Cn2c(Sc3nnnn3-c3ccccc3)nnc2-c2ccccc2)cc1	3
CCCn1c(SCC(=O)Nc2ccccc2C(=O)OCC)nc2c1c(=O)n(C)c(=O)n2C	-29
CCCc1cc(=O)[nH]c(SCC(=O)N2CCC(C(=O)OCC)CC2)n1	-5
O=C(CSc1nnc(-c2ccco2)n1Cc1ccccc1)NC(=O)NCc1ccccc1	19
Nc1nc(CN2CCN(Cc3ccccc3)CC2)nc(Nc2ccc3c(c2)OCCO3)n1	24
CCC(C)Oc1ccccc1C1CC(=O)NC2=C1C(=O)CCC2 (stereo not given)	-11
Cc1cc(Cl)cc2c1NC(=O)[C@]21[C@@H]2C(=O)N(Cc3ccccc3)C(=O)[C@@H]2[C@@H]2CCCN21	-39

High-throughput results from PubChem BioAssay.
